Screening results as filed in PubChem BioAssay.
PTAP TSG101 blk – qHTS Assay for Iinhibitors of HIV-1 Budding by Blocking the Interaction of PTAP/TSG101; 340,000 tested, under 10 active; Potency, µM (highest dose often 115 µM), for inactives: at the highest dose activity change, negative = inhibition, hits mostly inhibitors; Tumor susceptibility gene 101 protein (Homo sapiens), Q99816; Fluorescence polarization, FITC-PTAP peptide / Tsg101 binding; active = well fitted inhibition curve with a large enough effect in the main read-out, with a control signal flat, not every such curve was filed as active; inconclusive = small, poorly fitted or top-dose-only effect, or effect the other way, or a change in a side signal; inactive = no such curve, though single readings can be large or run the other way; note: potency is the fitted concentration of half-maximal effect; % of control where 0% means no effect
Target sequence (Q99816 whole entry, looked up): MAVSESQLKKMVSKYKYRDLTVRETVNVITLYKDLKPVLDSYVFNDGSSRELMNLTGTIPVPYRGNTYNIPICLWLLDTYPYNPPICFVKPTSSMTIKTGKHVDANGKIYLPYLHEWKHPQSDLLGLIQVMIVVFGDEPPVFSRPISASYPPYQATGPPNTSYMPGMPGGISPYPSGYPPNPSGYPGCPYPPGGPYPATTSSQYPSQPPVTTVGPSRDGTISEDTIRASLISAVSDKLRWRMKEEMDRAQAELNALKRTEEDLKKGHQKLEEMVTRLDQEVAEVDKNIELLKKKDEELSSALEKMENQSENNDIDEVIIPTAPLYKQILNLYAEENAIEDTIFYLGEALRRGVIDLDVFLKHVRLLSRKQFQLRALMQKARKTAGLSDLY
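Fluorescence anisotropy tracks displacement of a FITC-tagged PTAP peptide (50 nM) from the Tsg101 binding domain (10 uM), following a 20 min room-temperature incubation at pH 7.5.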
Integrin act MD – qHTS for Activators of Integrin-Mediated Alleviation for Muscular Dystrophy; alpha7betagal myoblasts, beta-gal FDG fluorescence, 48 h; AID 624291, 2012; Potency, µM (doses to about 38.3 µM), for inactives: at the highest dose activation, hits mostly activators; 0.064% of 350,000 active;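 note: potency is the fitted concentration of half-maximal effect; 100% = response of the positive control SU9516; nearly all actives have a fitted effect of over 60% in size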
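alpha7betagal+/- myoblasts (passage 13, 250/well) treated 48 h at 37C with compounds at 1:260 dilution of DMSO stock. Lysed, then beta-galactosidase activity read as FDG fluorescence (ex 480/em 540) after 30 min, with pre-read for autofluorescence.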
ELG1 genotoxic – qHTS screen for small molecules that induce genotoxicity in human embryonic kidney (HEK293T) cells expressing luciferase-tagged ELG1. HEK293T ELG1-luciferase reporter, luminescence, 16 h. AID 504466, 2011. 1.3% of 330,000 active. Potency, µM (top dose mostly 46 µM), for inactives: top-dose activity change, positive = activation, hits mostly activators; note: potency is the fitted concentration of half-maximal effect; % of control where 0% means no effect; nearly all actives have a fitted effect of over 60% in size
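HEK293T cells expressing luciferase-tagged ELG1 were exposed to compound or DMSO vehicle for 16 hr at 37 °C and 5% CO2. Luciferase activity was then measured with ONE-Glo after 30 min at room temperature.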
B2AR arrestin – qHTS assay of beta-arrestin-biased ligands of beta2-adrenergic receptor; Beta-2 adrenergic receptor (Homo sapiens), P07550; AID 492947, 2010; 0.02% of 330,000 active; Potency, µM (doses to about 46.1 µM), for inactives: at the top dose activation, hits mostly activators; beta-arrestin recruitment to beta2AR, cell-based reporter;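 note: potency is the fitted concentration of half-maximal effect; 0% = DMSO controls and full agonism = EC100 isoproterenol or metaproterenol; nearly all actives have a fitted effect of over 65% in size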
Target sequence (P07550 whole entry, looked up): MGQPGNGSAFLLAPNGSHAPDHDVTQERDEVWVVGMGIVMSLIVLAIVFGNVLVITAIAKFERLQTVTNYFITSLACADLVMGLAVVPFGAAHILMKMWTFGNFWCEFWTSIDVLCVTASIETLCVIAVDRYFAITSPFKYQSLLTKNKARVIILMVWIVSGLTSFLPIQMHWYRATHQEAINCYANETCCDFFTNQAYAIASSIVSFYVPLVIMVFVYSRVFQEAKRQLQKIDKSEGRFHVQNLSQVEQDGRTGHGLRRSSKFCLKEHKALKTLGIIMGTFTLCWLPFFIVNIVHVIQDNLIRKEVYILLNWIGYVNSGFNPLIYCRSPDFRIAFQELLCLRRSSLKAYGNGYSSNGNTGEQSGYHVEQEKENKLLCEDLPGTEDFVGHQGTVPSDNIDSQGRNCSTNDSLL
Eya2 inh – qHTS Assay for Inhibitors of the Phosphatase Activity of Eya2; 0.006% of 330,000 active; Potency, µM (titrated, usually from 76.9 µM), without a hit: at the top dose activity, negative = inhibition, hits mostly inhibitors; Protein phosphatase EYA2 (Homo sapiens), O00167; recombinant Eya2, OMFP fluorescence dephosphorylation (OMFP is methylfluorescein phosphate); note: potency is the fitted concentration of half-maximal effect; % is set by controls: 0 for no effect and ±100 for the full control effect
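Eya2 (0.2 uM) preincubated 10 min at ambient with compound, then OMFP substrate added at 50 uM; 10 min reaction in 50 mM HEPES pH 7.5, 50 mM NaCl, 5 uM MgCl2, 0.05% BSA, 1 mM DTT. Fluorescence read at Ex 485/Em 525 nm.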
TRPV1 ag – HTS Assay for Compounds that Act as Agonists of the Vanilloid Receptor 1. Transient receptor potential cation channel subfamily V member 1 (Homo sapiens), Q8NER1. TRPV1-expressing cells, Fluo-8 calcium influx, agonist mode. activation, % at 8.33 µM. 0.19% of 320,000 active. AID 540275, 2011; in the data active = activation above about 80%; inconclusive = between about 30% and that limit; note: 0% is about no effect
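Fluo-8 calcium influx in TRPV1-expressing cells, kinetic read (ex 480/em 520 nm). Compound added and read 3 min for agonist activity, followed by capsaicin at EC20 final and 2 min further read for enhancement.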
USP2a block – qHTS Assay for Inhibitors of Ubiquitin-specific Protease USP2a Using CHOP2 as the Reporter. USP2 core, Ub-CHOP2 coupled fluorogenic reporter, 485/531. Potency, µM (highest dose often 38.3 µM), without a hit: at the highest dose activity change, negative = inhibition, usual class: inhibitors. 0.01% of 330,000 active;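 note: potency is the fitted concentration of half-maximal effect; plate controls were DMSO wells for no effect and full inhibition by NEM control for full effect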
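Deubiquitinase activity read as fluorescence (485/531 nm) after Ub-CHOP2 cleavage activates the enterokinase reporter on its substrate; USP2 core 10nM, Ub-CHOP2 and substrate 25nM each, 30min compound preincubation then 60min RT; data normalized to NEM, curves fitted.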
ASM inhibitor – Inhibitors of Secretory Acid Sphingomyelinase (S-ASM): qHTS; Sphingomyelin phosphodiesterase (Homo sapiens), P17405; placental ASM, HMU-PC fluorogenic substrate, 60 min; Potency, µM (top dose mostly 57.5 µM), for the others: top-dose activity change, negative = inhibition, most hits filed as inhibitors; 0.006% of 340,000 active; AID 504937, 2011; note: potency is the fitted concentration of half-maximal effect
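Fluorogenic HMU-PC substrate (9 uM final) is turned over by placental ASM in 60 min at 37 C after a 10 min compound preincubation. Reaction ended by alkaline stop (pH 10), with fluorescence read at 386/447 nm.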
uPA surface inh – qHTS for Inhibitors of Cell Surface uPA Generation. 0.31% of 330,000 active. Potency, µM (highest dose often 38.3 µM), for the others: at the top dose activity change, negative = inhibition, usual class: inhibitors. cell surface uPA generation assay, qHTS. AID 540303, 2011; active = well fitted inhibition curve with a large enough effect; inconclusive = small, poorly fitted or top-dose-only effect; inactive = no such curve, though single readings can be large or run the other way; tested in mouse RAW 264.7 cells; note: potency is the fitted concentration of half-maximal effect; % is set by controls: 0 for no effect and ±100 for the full control effect; nearly all actives have a fitted effect of over 55% in size
BRCA1 expr act – qHTS Assay to Identify Small Molecule Activators of BRCA1 Expression. 1.1% of 380,000 active. Potency, µM (series often up to 46.1 µM), inactives show at the highest dose activation, actives largely listed as activators. MCF7-BRCA1-FFLuc reporter, luminescence, 48 h; response scale: scaled: vehicle 0%, 10 µM genistein 100%; note: potency is the fitted concentration of half-maximal effect; nearly all actives have a fitted effect of over 80% in size; some results filed as inactive show a strong effect at the top dose
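Compounds are tested at multiple concentrations on MCF7 BRCA1-luciferase reporter cells seeded at 2000 per well; after 48 h, a single luminescence end-point is taken and curves fitted to the normalized data.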
p53 reactivation – qHTS assay for re-activators of p53 using a Luc reporter; 0.063% of 320,000 active; H1299 p53-A138V BP100-luciferase reporter, luminescence, 24 h; Potency, µM (doses to about 92.2 µM), without a hit: at the highest dose activity change, positive = activation, actives largely listed as activators; note: potency is the fitted concentration of half-maximal effect; % of control where 0% means no effect; nearly all actives have a fitted effect of over 45% in size
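H1299 (p53-null), stable ts p53-A138V + BP100-Luc; 1000 cells/well, Opti-MEM/10% FBS; cpd 4 pt, 1:5; 24 h, 37 deg C, 5% CO2; detection reagent 10 min RT; luminescence.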
* marks the source's active call; other numbers are inactive results; u = inconclusive; x = not tested or not shown; [ ] = remark or other dose. Unless noted, calls come from the whole dose curve; as a rule, active = well fitted curve in the direction sought with a large enough effect; inconclusive = small, poorly fitted or top-dose-only effect, or another doubt; inactive = no such curve, though single readings can be large; an effect the other way counts as inactive or inconclusive.

SMILES | PTAP TSG101 blk | Integrin act MD | ELG1 genotoxic | B2AR arrestin | Eya2 inh | TRPV1 ag | USP2a block | ASM inhibitor | uPA surface inh | BRCA1 expr act | p53 reactivation
COc1ccc(N(C(=O)c2ccc(Br)o2)C2C=CS(=O)(=O)C2)cc1 (stereo not drawn) | -6.0% | 4.9% | -4.1% | -0.7% | u | 13.6 | -0.8% | 1.3% | 1.3% | -3.8% | -3.2%
O=C1c2ccccc2NC(c2cc(Cl)cc(Cl)c2O)N1Cc1cccnc1 (stereo not drawn) | -3.6% | 2.1% | -0.4% | 0.3% | u | 10.1 | 1.3% | -1.6% | 3.2% | 7.8% | -0.8%
CCn1c(SCC(=O)c2cc(C)n(-c3ccc(C(=O)OC)cc3)c2C)nnc1-c1cccnc1 | -10.2% | -5.6% | -16.8% | 0.3% | -39.5% | 0.5 | -2.1% | -0.7% | 3.8% | -31.2% | -0.5%
CCOc1ccc(C/C(N)=N/n2cnnc2)cc1 | -5.6% | -0.2% | -3.7% | -0.2% | 5.7% | 3.1 | 1.5% | -1.0% | 1.0% | -2.9% | 0.8%
CC1CCN(C(=O)CCNS(=O)(=O)c2ccc(Cl)cc2)CC1 | 4.4% | 3.7% | -2.5% | -0.3% | -4.4% | 28.5 | 5.6% | 5.4% | -0.5% | -13.5% | 0.8%
O=C(CCc1ccccc1F)N1CCN(c2ccccc2)CC1 | -2.7% | -6.5% | 0.0% | -0.3% | -12.5% | 25.4 | -0.3% | 1.0% | 13.7% | 5.3% | x
CCOC(=O)C1=C(CS(=O)(=O)c2ccc(F)c(C)c2)NC(=O)NC1c1ccc(O)c(O)c1 (stereo not drawn) | -6.6% | 20.2% | -1.8% | 0.3% | -28.9% | -4.1 | 2.8% | 5.0% | 3.9% | 0.0% | -4.4%
Cc1[nH]c2ccccc2c1C(=O)CSc1nc2ncc(Cl)cc2[nH]1 | 2.2% | 0.0% | -0.2% | -0.9% | -10.7% | 0.1 | 2.6% | 0.2% | -4.4% | -26.7% | -6.9%
N#Cc1c(-c2cccs2)cc(C2CC2)nc1SCC(N)=O | -2.5% | 9.5% | 12.9% | -0.3% | 2.1% | -2.0 | -0.9% | -1.6% | -10.0% | -26.6% | 3.0%
Cc1ccc(NC(=O)CSCC(=O)Nc2ccc(S(=O)(=O)N3CCOCC3)cc2)cc1 | -8.1% | -11.3% | 3.2% | -0.8% | -2.9% | 2.5 | 4.3% | x | -6.6% | 7.7% | 0.3%
CCOc1ccc(C(=O)OCC(=O)NC(C)C)cc1 | -1.0% | 9.9% | 0.7% | -0.1% | -3.7% | 4.0 | 1.7% | -0.3% | 1.5% | -11.4% | 14.6%
COc1ccc(-c2csc3nc(C)nc(N4CCN(c5ccc(C(C)=O)cc5)CC4)c23)cc1OC | 0.2% | 0.0% | -6.0% | 0.1% | -9.3% | 0.2 | -5.3% | -1.8% | 6.4% | -4.6% | 3.1%
COc1cc2cnc(-c3ccccc3)c(-c3cc(OC)c(OC)c(OC)c3)c2cc1OC | 3.4% | -37.3% | -2.5% | 3.7% | -2.3% | u | -1.5% | -2.0% | u | -67.5% | -6.4%
COC(=O)CSc1nc2ccccc2c(=O)n1Cc1ccccc1 | -2.2% | -30.9%[inhibitor] | -4.3% | 2.8% | 4.4% | 22.3 | 5.8% | -0.4% | -10.0% | 5.4% | x
Cc1ccc([C@@H]2CC=C(C(=O)O)[C@H](c3cccc(F)c3)N2S(=O)(=O)c2ccccc2C)cc1 | -1.4% | -11.2% | -1.1% | -0.5% | 3.9% | x | 4.7% | 5.2% | -15.2% | -14.4% | -2.6%
Cc1ccccc1C(=O)OC(C)C(=O)NCc1ccc2c(c1)OCO2 (stereo not drawn) | -0.6% | -4.7% | 0.5% | 0.2% | 3.0% | 18.8 | -0.3% | -3.0% | 11.4% | 9.7% | 5.3%
S=C(NCCN1CCOCC1)N/N=C/c1c2ccccc2cc2ccccc12 | u | -8.6% | -18.7% | 0.0% | 2.1% | 2.1 | 0.6% | -1.2% | -1.6% | -9.7% | -0.3%
Cc1cc(NC(=O)COC(=O)C(Nc2ccc(C(F)(F)F)cc2Cl)C(C)C)no1 (stereo not drawn) | u | -61.9%[inhibitor] | -11.0% | -0.4% | -39.4% | 7.4 | -11.3% | -21.3% | -7.2% | -52.4% | 2.1%
C[C@@H]1CN([C@H](C)CO)C(=O)c2cccc(NC(=O)NC3CCCCC3)c2O[C@@H]1CN(C)C(=O)Nc1ccc(C(F)(F)F)cc1 | -1.7% | -23.6% | -7.6% | -0.9% | -5.9% | x | -25.2% | u | u | -63.2% | -5.1%
O=C(NCc1cccs1)c1cc(-c2ccc(O)cc2)on1 | -1.2% | -12.9% | u | 0.5% | 10.7% | -6.1 | 0.9% | 1.9% | u | 8.91µM* | 10.1%
Cc1ccc(S(=O)(=O)N2CCOCC2)cc1NC(=O)CSCc1c(C)noc1C | 0.3% | 39.6% | 2.1% | 0.2% | -2.6% | -4.1 | 0.3% | 2.8% | 14.7% | 1.9% | -6.3%
CC(C)(C)NC(=O)Cn1cnc([N+](=O)[O-])n1 | -0.5% | 0.0% | 2.8% | -0.4% | 0.7% | 0.5 | 2.1% | 0.3% | 0.2% | 4.3% | 3.2%
O=C(Nc1ccc2c(c1)OCCO2)c1cnc2ccccn2c1=O | -1.9% | 0.3% | x | x | x | x | x | 7.1% | -15.9% | u | x
NC(=O)[C@@H]1CCOc2c(F)cc([N+](=O)[O-])cc2C(=O)N[C@@H](CO)C(=O)NCC(=O)N1 | -1.7% | -11.5% | -0.3% | -0.4% | 0.3% | 1.1 | 1.8% | -0.2% | 18.7% | 0.7% | 6.1%
COc1cc(OC)cc(C(=O)OCC(=O)Nc2ccc(N3CCCCC3)cc2)c1 | -2.7% | -18.2% | 7.3% | -0.2% | -14.0% | 0.4 | 3.7% | 3.8% | 0.0% | 5.0% | 9.0%
Cc1nn(-c2ccc(Cl)cc2)c2[nH]c(CCl)cc(=O)c12 | -4.2% | 16.6% | -18.6% | -1.5% | 6.3% | 7.4 | -0.5% | -2.4%[11.5 µM] | 2.9% | -69.4% | -4.5%
CCN(CC)CCCNc1cc(C)nc2cc(-c3cccs3)nn12 | -2.6% | -17.7% | 4.3% | 0.2% | 2.3% | 3.3 | -1.1% | 9.9% | -5.3% | 21.2% | -0.4%
CC(C)CC(=O)N(Cc1ccc(F)cc1)C1CCS(=O)(=O)C1 (stereo not drawn) | -6.7% | -7.7% | 6.5% | 3.0% | -13.9% | 1.4 | 6.1% | 1.8% | -0.6% | 16.9% | -1.8%
Cc1cc(NC(=O)Nc2cc(C)nn2-c2ccccc2)n(-c2ccccc2)n1 | -5.1% | -14.3% | -2.6% | -0.7% | 3.2% | 1.8 | 2.4% | 1.5% | -0.2% | 2.0% | 2.4%
CCn1nccc1C(=O)Nc1ccc(C)c(C)c1 | 0.8% | -9.4% | u | -0.3% | -14.7% | u | 2.7% | -0.1% | -13.8% | u | u
O=C(O)CCC(=O)NCc1ccc2[nH]c3c(c2c1)CCCC3 | -1.1% | 0.9% | -6.0% | -0.2% | -38.2% | -2.0 | 0.9% | 0.5% | 3.3% | 17.5% | 1.0%
COCCN(C(=O)COC(=O)c1c(NC(C)=O)sc(C)c1C)c1c(N)n(Cc2ccccc2)c(=O)[nH]c1=O | 0.2% | -12.0% | -22.2% | 0.0% | -13.4% | -2.2 | -1.5% | -4.5% | -6.9% | -23.2% | -10.4%

Quoted from the listing.
CC(C)(C)NC(=O)Cn1cnc([N+](=O)[O-])n1 | ELG1 genotoxic: 2.8%
CC(C)CC(=O)N(Cc1ccc(F)cc1)C1CCS(=O)(=O)C1 (stereo not drawn) | ASM inhibitor: 1.8%

Random draw from the library (roughly 2.6% active in at least one column).
